CaV13 ICDI inh: Disruptors of the CACNA1D IQ motif to Ca2+-dependent inactivation inhibitor domain association, primary screening, Förster resonance energy transfer in intact living …. inhibition, % at 12.3 µM. hit rate 0.098% among 340,000. AID 743397. HEK cells, CFP/YFP FRET ICDI-IQ, plate reader, 10 min; percent FRET-ratio fall versus neutral wells;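 active = mean replicate inhibition of at least 30% and at least 1% of replicates passing that level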;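 also: 0% = median of the neutral control wells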
PDI inh: PDI (human) enzyme inhibition; PDI insulin aggregation turbidity, A650, 90 min; hit rate 0.052% among 350,000; AID 588391; P07237; inhibition, % at 10 µM;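 active = mean inhibition across replicates of 30% or more, whatever share of single replicates reach that level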;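 also: absorbance from insulin aggregation driven by PDI reduction with DTT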
Target sequence (P07237 whole entry, looked up): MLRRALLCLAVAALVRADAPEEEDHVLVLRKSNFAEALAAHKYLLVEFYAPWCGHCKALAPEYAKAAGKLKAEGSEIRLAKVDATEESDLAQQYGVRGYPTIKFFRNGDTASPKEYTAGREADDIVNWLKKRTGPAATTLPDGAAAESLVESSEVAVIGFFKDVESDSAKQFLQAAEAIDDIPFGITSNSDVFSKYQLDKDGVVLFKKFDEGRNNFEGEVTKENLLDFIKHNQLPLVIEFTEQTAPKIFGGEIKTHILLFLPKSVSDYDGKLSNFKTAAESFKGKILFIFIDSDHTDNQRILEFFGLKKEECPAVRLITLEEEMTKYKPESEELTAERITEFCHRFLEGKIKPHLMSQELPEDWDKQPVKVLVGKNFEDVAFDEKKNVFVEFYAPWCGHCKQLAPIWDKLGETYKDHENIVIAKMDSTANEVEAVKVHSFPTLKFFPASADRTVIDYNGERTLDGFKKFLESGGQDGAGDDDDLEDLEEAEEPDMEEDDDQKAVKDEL
Cardio protect: modulators protecting cardiomyocytes from myocardial damage; H9c2 cardiomyocytes, H2O2 injury protection, ATPLite, 2 h; protection from H2O2 cell death, % at 20 µM; hit rate 0.63% among 360,000;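 active = compounds giving at least 50% protection of heart cells from peroxide-induced death in the single-dose screen, raw or plate-pattern-corrected value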;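 also: 0% = DMSO wells with peroxide and 100% = DMSO wells without peroxide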
Peg3 promoter: Peg3 promoter activity inhibition | HeLa PEG-Prom luciferase reporter, luminescence, overnight | inhibition, % at 20 µM | hit rate 1.7% among 360,000 | AID 588405;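 active = inhibition of at least 50% at 20 µM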
NR2E3 ag-1: NR2E3 (human) agonism; inhibition of corepressor binding, % at 4.78 µM; hit rate 0.12% among 320,000; GST-NR2E3/biotin-RetCOR TR-FRET, 1536-well; Q9Y5X4; AID 2300;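 active = percent inhibition above the cutoff of mean plus 3 SD of all tested compounds, set per screening campaign, cut at about 20% in these data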;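 also: 0% = DMSO wells and 100% = biotin wells as full block of FRET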
Target sequence (Q9Y5X4 whole entry, looked up): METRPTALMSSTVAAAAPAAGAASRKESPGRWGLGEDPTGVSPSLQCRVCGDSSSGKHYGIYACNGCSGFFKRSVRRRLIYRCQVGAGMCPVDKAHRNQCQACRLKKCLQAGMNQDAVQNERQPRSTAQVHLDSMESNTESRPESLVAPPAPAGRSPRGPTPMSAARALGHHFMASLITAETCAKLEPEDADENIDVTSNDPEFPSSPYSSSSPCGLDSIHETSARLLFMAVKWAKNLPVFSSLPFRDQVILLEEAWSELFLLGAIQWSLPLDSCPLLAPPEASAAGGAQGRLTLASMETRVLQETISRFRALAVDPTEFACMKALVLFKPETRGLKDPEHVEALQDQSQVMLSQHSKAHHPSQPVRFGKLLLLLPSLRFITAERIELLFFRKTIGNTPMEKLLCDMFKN
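System: GST-tagged NR2E3 plus biotinylated RetCOR corepressor; Buffer or medium: pH 7.5 Tris-based buffer; Probe or stimulus: RetCOR corepressor, biotinylated, 7 nM; Doses: compound at 4.8 µM, single dose; Schedule: 5 h incubation at 4 °C; Technique: time-resolved FRET; Evaluation: percent inhibition of TR-FRET ratio; Replication: one well per compound, singlicate testing.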
m5-HT2A agonist: mouse HTR2A agonism via beta-arrestin recruitment | P35363 | CHO-K1 mHTR2A beta-arrestin complementation, luminescence; percent of 30 µM serotonin response | activation, % at 7.6 µM | hit rate 0.66% among 360,000;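 active = activation above a run cutoff, the mean activation of all tested compounds plus 3 SD, cut at about 14% in these data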;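 also: 0% = plate median of compound wells and 100% = 30 µM serotonin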
HIF-2a inh: blocks HIF-2a reporter activity | 786-0 RCC cells HIF-2a reporter, luciferase luminescence, overnight | inhibition, % at 18.8 µM | hit rate 0.72% among 360,000 | AID 624352;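 active = inhibition of the luminescence signal of 40% or more relative to plate controls, in a single-dose primary screen at 18.75 µM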
hiPSC survival: enhancers of human iPSC single-cell survival; hiPSC single-cell survival, ATPlite luminescence; 100% = ROCK inhibitor wells, 0% = DMSO; survival enhancement, % at 20 µM; hit rate 0.044% among 360,000; in the data active = survival enhancement above about 18%;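 also: cells exposed to compounds for 16 hours before the ATP read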
Shn3 inh set2: Schnurri-3 reporter inhibition in Clone20 osteoblasts | hit rate 0.52% among 360,000 | Clone20 osteoblast Shn3 3'UTR firefly luciferase, 24 h | inhibition, % at 12.5 µM;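 active = mean inhibition of at least 75% with every replicate also reaching 75%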;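 also: 0% = median of neutral control wells and 100% = pilot-screen positive control compound; some compounds past the cut are filed as inactive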
TRPM1 prom inh: MITF TRPM1 promoter inhibition in SK-MEL-5 cells | SK-MEL-5 TRPM1 promoter luciferase, 24 h | inhibition, % at 12.5 µM | hit rate 0.83% among 330,000 | AID 488899;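 active = mean inhibition across replicates of 60% or more, whatever share of single replicates reaches that level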; also: values of inactives mirror those of a sister screen read the other way
NR2E3 ag-2: agonists of human NR2E3 nuclear receptor; CHO-S Gal4-NCOR/VP16-NR2E3 two-hybrid, luciferase; hit rate 0.35% among 360,000; inhibition of corepressor binding, % at 3.98 µM; AID 602229; Q9Y5X4;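 active = inhibition above the mean of all tested compounds plus 3 SD, cut at about 70% in these data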;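 also: 0% = DMSO with NR2E3 transfected cells and 100% = cells lacking NR2E3 construct; higher means lower luciferase signal from less NR2E3 corepressor binding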
* marks the source's active call; other numbers are inactive results; . = no result given.

SMILES	CaV13 ICDI inh	PDI inh	Cardio protect	Peg3 promoter	NR2E3 ag-1	m5-HT2A agonist	HIF-2a inh	hiPSC survival	Shn3 inh set2	TRPM1 prom inh	NR2E3 ag-2
Cc1ccc(S(=O)(=O)N(C)CC(=O)Nc2nnc(CC(C)C)s2)cc1	-2	1	0	-9	2	0	0	-0.1	-4	4	-20
O=C(c1ccc(F)cc1)C(CN1CCOCC1)c1ccccc1 (stereo not given)	-7	-2	-14	105*	1	1	30	-1.4	94*	90*	-6
CCCCCCN=CC1=C(O)C(C(=O)OC)C(C)(C)CC1=O (stereo not given)	-6	3	8	5	1	-1	15	2.8	3	5	3
FC(F)(F)C(Oc1nc(Nc2ccc(Cl)cc2)nc(N2CCOCC2)n1)C(F)(F)F	.	0	0	6	-2	-3	16	-3.4	38	-19	37
Cc1cc(C(=O)OC2CCOC2=O)c2ccccc2n1 (stereo not given)	.	-9	11	10	0	4	13	2.2	-23	9	27
Cn1c(N)c(C(=O)/C=C/c2ccccc2)c(=O)[nH]c1=O	-19	-16	-4	-242	1	26*	-179	0.0	-98	-28	-86
COc1ccc(CCCc2nnc(SCC(=O)Nc3cccc(C)c3)o2)cc1	-8	3	-12	13	-1	3	-10	-0.9	2	3	0
CCC(C)NC(=O)CCn1c(-c2ccccc2)cc(C(C)=O)c1C (stereo not given)	-5	0	2	-7	2	1	5	1.5	0	14	9
C=CC[C@@H](CC(=O)N[C@H](CO)Cc1ccccc1)C(=O)N[C@H](COC(=O)[C@H](CC=C)CC(=O)OC(C)(C)C)Cc1c[nH]c2ccccc12	-7	0	1	13	.	-1	5	-2.5	24	.	12
Cn1cc(P(=O)(N2CCOCC2)N2CCOCC2)cc1P(=S)(N1CCOCC1)N1CCOCC1	4	-3	7	1	-1	-1	11	0.7	7	8	-20
CCC(=O)N(C)C[C@@H]1Oc2ncc(Br)cc2C(=O)N([C@H](C)CO)C[C@H]1C	-1	2	-6	0	.	-4	3	-0.8	1	.	-19
CCCc1cc(=O)[nH]c(SCCOC(=O)c2ccccc2)n1	-4	-8	2	-4	0	5	-8	-1.4	-7	2	-23
Nc1c(C(=O)Nc2cccc(F)c2)nnn1-c1ccc2c(c1)OCCO2	-5	6	-7	-288	0	15*	-258	-0.7	-29	-64	-143
CC1CN(CC(O)COc2ccc(C#N)cc2)CCN1CC(O)COc1ccc(C#N)cc1 (stereo not given)	-2	17	9	-9	2	-2	9	1.0	10	.	9
O=C(Nc1nnc([C@H]2C[C@H](O)[C@@H](CO)O2)s1)Nc1ccccc1F	-5	-12	-1	-40	.	8	-43	3.5	-60	.	-44
O=C(NCCN1CCOCC1)c1cc(-c2ccc(Cl)cc2Cl)on1	-4	9	-4	-137	-1	0	-115	-0.7	-34	-61	-63
C/C(Cc1ccccc1)=N\NC(=O)CNC(=O)/C=C\c1ccccc1	-4	2	5	3	2	0	22	-0.5	-7	.	12
COc1ccc(-c2ccc(SCC(=O)NC3CCCCC3)nn2)cc1	-3	-1	-15	-239	-2	-1	-104	-0.5	-24	-26	-57
COc1cc(OC)cc(-c2nn[nH]n2)c1	-3	-5	4	-2	1	4	10	2.6	-18	-3	11
CC1CC(=O)Nc2ccccc2N1C(=O)CN1C(=O)C(=O)N(C)C1=O (stereo not given)	-5	-5	-2	-7	.	-1	14	-3.2	82	3	-29
O=C(CSc1ncn[nH]1)Nc1nc2c(F)c(F)c(F)cc2s1	-5	-1	-2	-10	.	-2	4	-1.8	-25	.	-56
O=C(CCS(=O)(=O)c1ccc(F)cc1)Nc1nnc(-c2ccco2)o1	-2	-4	-1	-18	0	-7	3	-0.4	-11	10	1
CSc1ccc(S(=O)(=O)N2CCC(C(=O)N3CCc4ccccc4C3)CC2)cc1	-7	-22	-4	16	3	-9	-1	0.2	23	2	-25
Cc1onc(-c2ccccc2Cl)c1C(=O)N1CCN(C(=O)c2ccco2)CC1	.	2	-4	11	-2	-2	8	-1.0	-3	0	-4
NC(=O)Nc1ccc(C(=O)OCC(=O)Nc2cccc(S(=O)(=O)NC3=NCCC3)c2)cc1	-3	24	0	18	1	0	9	-1.8	-2	2	-5
CCOC(=O)N/N=C(/C)c1ccc(N2C(=O)C3CCCCC3C2=O)cc1 (stereo not given)	5	-1	9	17	4	2	1	-0.1	4	2	-16
C/C(=N\Nc1ccc(C(=O)O)cc1)c1ccc(S(=O)(=O)NCc2ccco2)cc1	8	-6	-2	-32	5	-2	-42	-0.2	4	-11	-32
COc1ccc(CN(C(=O)CNC(=O)c2ccco2)C(C(=O)NCC2CCCO2)c2ccccc2)cc1 (stereo not given)	-3	-4	3	15	1	-8	15	0.4	11	.	-8
O=C(CSc1nc2cc([N+](=O)[O-])ccc2n1-c1ccccc1)NCc1ccc2c(c1)OCO2	-3	7	8	7	3	0	13	0.2	10	-19	-8
O=C(NCc1ccc(Cl)cc1)Nc1ccc(F)cc1	-7	-8	-2	-97	.	-6	-112	-0.4	-28	-6	-34
O=C(NC1CCCCC1)c1cc(-c2ccccn2)nc2ccccc12	-5	-8	4	15	-3	0	15	-1.4	8	10	-7
CCOCCCNC(=O)C(NC(=O)c1ccccc1O)c1ccccc1 (stereo not given)	-4	1	-2	9	0	2	0	-0.4	-14	2	8
O=C(CSc1nnc(COc2ccccc2)o1)N1CCCC1	-3	-7	3	2	1	-5	1	-0.6	7	1	-16
Cc1ccc(C)c(Nc2nc3nonc3nc2N2CCOCC2)c1	-7	-8	-1	4	5	4	-2	-0.6	-1	-9	-28
CCc1nc2ccc(C(=O)Nc3cc(-c4ccccc4)ccc3OC)cn2c1N(C)CCCc1ccccc1	-7	3	4	-24	.	7	-13	1.2	-6	.	-16
O=C(CN1CCN(C/C=C/c2ccccc2)CC1)NC(=O)NC1CCCCC1	-20	-6	2	20	6	-3	12	-0.2	6	-2	6
Cc1cccc(OCC(=O)N2CCN(c3nnc(-c4ccccc4)c4ccccc34)CC2)c1	-5	-2	26	34	-2	2	17	-0.8	18	-5	9
COc1ccc(-c2noc(CSc3nc4ccccc4c(=O)n3-c3ccc(C)cc3)n2)cc1	-6	-5	1	10	2	-5	9	-1.7	27	.	12
COc1ccccc1OCCCC(=O)NC(C)c1ccccc1 (stereo not given)	1	-1	0	11	-4	2	3	1.8	18	-3	12
COc1ccccc1N1CCN(C(=O)COc2cccc(C)c2C)CC1	6	10	1	17	0	6	8	-0.5	17	3	-20
CC(=O)Nc1ccc2sc(C)nc2c1	-7	1	3	-11	0	9	-10	2.2	.	-7	3
COC(=O)C1=C(C(=O)OC)[C@@H]2N(C)c3ccccc3[C@@]23C[C@@H](CO)N(C(=O)c2cccs2)C3=N1	-5	2	7	0	0	7	9	1.6	16	2	-3
COC(=O)C1=C(C)NC(=O)NC1C1CC=CCC1 (stereo not given)	.	9	3	16	2	1	-10	4.0	-7	-15	11
CNC(=O)COC(=O)c1cc(-c2ccco2)nc2ccccc12	-7	-2	2	5	0	5	10	-0.3	2	2	5
COc1ccc(CC(=O)Nn2c(-c3ccccc3)nc3ccccc3c2=O)cc1	-3	9	7	18	-2	0	18	0.3	-22	4	9
CCOc1ccc(-n2cc(C(=O)NCc3ccco3)c3cc(OC)c(OC)cc3c2=O)cc1	-4	-6	14	46	3	10	15	4.8	-8	-8	7
O=S1(=O)CCOC[C@H](CC2CCCCC2)N1Cc1ccccc1Br	-8	3	-15	20	1	5	21	3.0	9	4	-9
Cc1ccc(C2=CN(Cc3ccccc3)CCC2=O)cc1	-7	-3	-6	-34	.	-7	-67	0.4	-3	-17	0
CN(Cc1ccon1)Cc1cn(C)nc1-c1cccc(Cl)c1	-5	-1	6	6	1	-4	12	-0.9	3	3	-16
Fc1ccc(CNc2ncnc3c2cnn3-c2ccccc2)cc1	-1	-5	-19	-112	-1	-6	-104	-1.5	-24	-34	-40
CCOc1cc(C(=O)NC2CC(C)(C)NC(C)(C)C2)cc(OCC)c1OCC	-1	5	2	-5	1	8	17	-0.6	-2	-1	41
CCCCCC(=O)Nc1ccc2oc(-c3cccnc3)nc2c1	-4	-1	2	-97	-3	0	-46	0.3	-33	-34	-18
CCc1ccc(N(C2C=CS(=O)(=O)C2)S(=O)(=O)c2ccccc2)cc1 (stereo not given)	-4	-14	-5	6	2	-6	11	0.3	8	18	-19
C=CCN(C(=O)c1ccccn1)C(C(=O)NCc1ccccc1)c1ccccc1F (stereo not given)	-6	-6	29	-10	-2	9	19	1.2	-18	.	9
CCOC(=O)[C@H]1[C@H]2COc3ccc(C)cc3[C@@H]2N2C(=O)CN(CC3CCCO3)C(=O)[C@@]12C (stereo not given in full)	-9	0	-2	3	3	2	11	2.6	-10	-3	5
O=C(NNC(=O)c1ccc(Cl)cc1Cl)Nc1ccccc1	-5	-6	-4	-8	-2	1	-15	3.4	2	-6	-24
Cn1nc([N+](=O)[O-])nc1Sc1ccc(Cl)cc1	-4	-9	2	2	4	-4	4	-1.9	24	12	-12
Cc1ccc(Cn2ccc(=O)c(OCc3c(Cl)cccc3Cl)c2C)cc1	-5	-7	-30	15	1	-7	24	-2.3	84	-13	-22
CCC1CCCCN1CCCNC(=O)c1ccc(CS(=O)(=O)Cc2ccccc2F)o1 (stereo not given)	.	3	-3	16	-1	9	8	5.7	-3	4	4
COc1ccc(-c2cc3c(=O)n(CC(=O)NCc4ccccc4OC)ncn3n2)cc1	-7	.	-4	-4	4	-2	12	1.9	-3	-2	12
O=C(c1ccccc1Br)N1CCN(c2ccccc2)CC1	-9	-2	17	10	2	-6	17	-1.5	15	3	-5
O=C(NCCc1ccco1)c1nn(Cc2ccccc2)c(=O)c2ccccc12	-5	-5	14	16	4	-3	19	0.1	16	-11	-18
CCOC(=O)C1(Cc2ccc(OC)cc2)CCN(C(=O)CN2CCN(CC)CC2)CC1	-6	-4	0	-30	0	2	-36	1.5	-10	-7	-2

Assay outcomes deposited in PubChem BioAssay by several laboratories.
